From PubChem
ALOX12 inh – Primary qHTS assay for inhibitors of human arachidonate 12S-lipoxygenase (ALOX12): Round 2; Polyunsaturated fatty acid lipoxygenase ALOX12 (Homo sapiens), P18054; Potency, µM (top dose mostly 108 µM), for inactives: top-dose activity change, negative = inhibition, hits mostly inhibitors; purified 12hLO, xylenol orange hydroperoxide absorbance; 580,000 tested, 1.1% active; active = well fitted inhibition curve with a large enough effect; inconclusive = small, poorly fitted or top-dose-only effect, or another doubt; inactive = no such curve, though single readings can be large or run the other way
Target sequence (P18054 whole entry, looked up): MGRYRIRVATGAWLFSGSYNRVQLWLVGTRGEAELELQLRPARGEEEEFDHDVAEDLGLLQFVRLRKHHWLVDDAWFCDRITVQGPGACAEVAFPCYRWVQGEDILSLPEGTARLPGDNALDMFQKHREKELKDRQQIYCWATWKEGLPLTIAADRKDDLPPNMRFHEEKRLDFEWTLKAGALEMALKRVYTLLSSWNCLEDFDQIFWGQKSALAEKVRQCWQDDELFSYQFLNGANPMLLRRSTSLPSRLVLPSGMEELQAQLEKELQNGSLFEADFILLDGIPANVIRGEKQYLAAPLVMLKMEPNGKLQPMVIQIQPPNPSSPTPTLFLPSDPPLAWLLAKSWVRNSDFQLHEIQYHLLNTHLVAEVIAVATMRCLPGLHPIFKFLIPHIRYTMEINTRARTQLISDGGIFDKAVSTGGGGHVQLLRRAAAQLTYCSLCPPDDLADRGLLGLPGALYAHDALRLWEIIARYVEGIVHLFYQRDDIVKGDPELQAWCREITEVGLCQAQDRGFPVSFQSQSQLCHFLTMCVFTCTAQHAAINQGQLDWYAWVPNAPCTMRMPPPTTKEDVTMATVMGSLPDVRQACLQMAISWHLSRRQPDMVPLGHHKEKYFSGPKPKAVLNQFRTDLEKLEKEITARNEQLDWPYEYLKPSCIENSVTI
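Purified human 12hLO at 150 nM in 25 mM Hepes, 0.01% Triton X-100, pH 7.0, preincubated 15 min at room temperature with compound. Reaction started with 40 uM arachidonic acid, 30 min at room temperature. Hydroperoxide measured by Fe-xylenol orange, 573/405 nm absorbance ratio.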
* marks the source's active call; other numbers are inactive results; u = inconclusive; [ ] = remark or other dose. % is scaled to controls: 0 for no effect and ±100 for the full control effect; potency is read from the fitted curve at half-maximal effect. A portion of the library; count on the stated rates, not on these rows.

SMILES	ALOX12 inh
Cc1nn(C)c(C)c1CCC(=O)N1C[C@@H](Oc2ccccc2)C[C@H]1C(=O)N1CCCC1	8%
Cc1cccnc1NC(=O)C1c2ccccc2C(=O)N(Cc2ccccc2)C12CCCC2 (stereo unspecified)	54%[activator]
CC(=O)N(C)CCc1noc(C2CN(Cc3c(F)cccc3Cl)C2)n1	1%
Cn1ncc2c(N[C@H]3C[C@H]4C(=O)NCC(=O)N4C3)nc(C3CCCC3)nc21	24%
COC(=O)[C@]12C[C@H](CC(=O)N3CCN(C(=O)c4ccco4)CC3)C(=O)N(CCC3=CCCCC3)C1=C[C@H](COCc1ccccc1)O[C@@H]2C	-17%
O=C(c1ccccn1)N1CCC2(CC1)NCCc1c2[nH]c2ccccc12	23%
Cc1ccc(C(=O)N2CCC(N3Cc4ccccc4C3=O)CC2)cc1	-1%[6.33 µM]
COc1ccccc1C(=O)N1CCn2c(nnc2-c2cccnc2)C1	-1%[6.33 µM]
CCc1noc(-c2ccn3c(CNC(=O)Cc4ccc(F)cc4)nnc3c2)n1	20%
CCCN1C(=O)Cc2ccccc2C1C(=O)O (stereo unspecified)	44%
CC[C@@]1(O)CCN(C(=O)CCn2nc(C)c(C(C)=O)c2C)C[C@H]1O	12%
Cc1nc(C)c(C(=O)N2CCC(c3noc(-c4cnccn4)n3)C2)s1 (stereo unspecified)	u
CCc1cc(=O)n(CC(=O)Nc2cccc(SC)c2)c(N2CCOCC2)n1	-17%
CN(Cc1cccn1C)C(=O)c1ccc(Cl)nc1	8%[176 µM]
O=C(c1ccc2c(c1)OCO2)N1CCC(c2n[nH]c(=O)n2-c2ccccc2)CC1	44%
O=C(CCC1CCN(S(=O)(=O)c2ccccc2)CC1)NCc1ccccn1	50%[activator]
Cc1ccc2nc(C3CCN(Cc4ccccc4)CC3)[nH]c(=O)c2c1	u
CC(C)CN1C(=O)COC[C@@H]1[C@H](O)c1ccc(NC(=O)Cc2ccccc2)cc1	51%[activator][176 µM]
CN(C)CCCNC(=O)c1c(N)[nH]c(C(=O)c2ccc(Br)cc2)c1-c1ccc(Br)cc1	-9%
COCCNC(=O)[C@H]1C[C@H](Oc2ccccc2)CN1Cc1cccnc1	36%[activator]
Cc1cc(C(=O)N2CCCC(n3c(C)cnc3C3CCC3)C2)nn1C (stereo unspecified)	24%
CC1=C[C@@H](CC#N)[C@H](C(C)C)C[C@H]1CC(=O)NCc1ccc(C(F)(F)F)cc1	29%[176 µM]
CC(=O)N1C[C@@H]2CCCN3CCC[C@@H]([C@H]23)[C@H]1CCCC(=O)N(C)C1CCN(C)CC1	101%[activator]
O=C(COc1ccc(F)cc1)N1CCC2(CC1)N=C(c1ccccc1)NC2=O	23%
COc1ccc(OCC2(C)COc3ccc(C(=O)N(C)C)cc3N2)cc1 (stereo unspecified)	-5%[176 µM]
O=C1NCCOCCCN(C(=O)C2(c3ccccc3)CC2)[C@H]2CCCC[C@@H]12	-2%
c1ccc(CCCc2noc(-c3ccc(N4CCOCC4)nc3)n2)cc1	30%
CCc1cc(C(=O)N2CC[C@@H]3[C@@H](CCC(=O)N3CCN)C2)n(C)n1	u
O=C(c1ccncc1)N1CCC2(COc3ncccc3S(=O)(=O)N2)C1 (stereo unspecified)	4%[6.33 µM]
COc1ccc(N2CC3CCC(C2)N3C(=O)c2ccc3c(c2)OCO3)cc1	12%[6.33 µM]
CC(C)c1ccccc1NC(=O)N1CCOC(C(F)(F)F)C1 (stereo unspecified)	-3%
CC(=O)Nc1ccc(C2(C(=O)NCc3cccc(C)c3)CCC2)cc1	33%
c1ccc(CN2CC[C@H](c3nnc(-c4ccco4)o3)C2)nc1	82%[activator][176 µM]
CC(C)N(C)S(=O)(=O)c1ccc2c(c1)CCN(C(=O)c1cscn1)C2	u
OC[C@@H]1CN(C2CCC2)C[C@H]1c1nc(-c2ccncc2)no1	32%[activator]
O=C1NC2(CCCN(Cc3ccc(OC(F)(F)F)cc3)C2)COc2ccccc21 (stereo unspecified)	62%[activator]
Cn1cc(CN2CCCC(CCc3cccc(C(F)(F)F)c3)C2)cn1 (stereo unspecified)	48%[activator]
CCn1ncc(C(=O)N2C[C@@H](CO)[C@H](c3ccccn3)C2)c1C	12%
COCC1(C(=O)N2CCN(C)C3(CCNC(=O)CC3)C2)CC1 (stereo unspecified)	21%
CC(C)N(C)Cc1nnnn1CC(=O)NCc1nc(-c2ccccc2)cs1	2%
COc1ccc(C2Cn3nnc(C(=O)N4CCN(C(=O)c5cc(F)ccc5Cl)CC4)c3CO2)cc1 (stereo unspecified)	24%
O=C(Nc1ccc(F)cc1)N[C@H]1[C@H](O)[C@@H](N2CCCCC2)[C@@H]2OC[C@H]1O2	u
CN1CC(=O)N(C2CCNCC2)Cc2c(NC3CCCCC3O)ncnc21 (stereo unspecified)	11µM*
COc1ccc(C(=O)N2CCC3(CC2)NC(=O)N(Cc2ccccc2)C3=O)cc1	17%
COCc1nc(C2CCCN(C(=O)c3ccc(OC)cc3)C2)no1 (stereo unspecified)	39%[activator]
Cc1ccc(-c2ccc3nnc(CNC(=O)COc4ccccc4)n3n2)cc1	46%[activator]
CCOc1ccccc1NC(=O)[C@H]1CCC[C@H]1NC(=O)c1ccc(OC)cc1	12%
FC1(F)CN[C@H](c2nnc(C3CC3)o2)C1	69%[activator]
CC(=O)N1CCCC(c2[nH]ccc2C(=O)N2CCN(c3ncccn3)CC2)C1 (stereo unspecified)	5%
COc1ccc(-c2[nH]nc3ncc(C(=O)NCc4ccc(F)cc4)nc23)c(C)c1	47%[activator][176 µM]
C=CCN(CC#Cc1cccnc1)Cc1ccc(OC)cc1OC	33%
CN1CCC([C@@H]2CN(S(=O)(=O)c3cccc(Cl)c3)C[C@H]2C(N)=O)CC1	u
CC(C)(C)c1nnc2n1C(C(=O)NCCc1ccc(Cl)cc1)CC2 (stereo unspecified)	5%[6.33 µM]
CCCN(CC1CCOC1)C(=O)c1ccc(F)c(F)c1 (stereo unspecified)	20%
COc1cccc(C(O)c2nc(C(=O)Nc3ccc(OC)c(OC)c3)c(C)o2)c1 (stereo unspecified)	1%[176 µM]
Cc1cn2nc(C(=O)NCCc3cccs3)cc2c(N2CCCC2)n1	47%[activator]
Cc1ccc(C)c(NC(=O)CN2C(=O)NC(c3ccccc3Cl)C3=C2COC3=O)c1 (stereo unspecified)	0%
COc1ccccc1CCC(=O)N1CCC(Cc2nncn2C)CC1	20%
CC(c1n[nH]c(=O)n1CCC(=O)O)n1cccn1 (stereo unspecified)	u
Cc1ccccc1CN1CC2(COCC1=O)CN(c1ccc(C(F)(F)F)cn1)C2	45%[176 µM]

(continued)
SMILES	ALOX12 inh
Cc1ccc(OCc2nc(C3CCN(C(=O)Cn4nc(C)cc4C)CC3)no2)cc1	16%
CCn1nccc1C(=O)NCCC1CCN(C(=O)Nc2cccc(C)c2)CC1	37%[activator]
CCS(=O)(=O)Nc1ccc(C2(C(=O)Nc3cccc(F)c3C)CCCCC2)cc1	4%
CC1=C[C@@H](CO)[C@H](C(C)C)C[C@H]1Cc1nnc(-c2ccc(N(C)C)cc2)o1	16%[176 µM]
C[C@]1(CO)[C@H]2Cc3sc(NC(=O)C4CCC4)nc3[C@@H](CC(=O)N3CCCCC3)[C@]2(C)CC[C@H]1O	-3%
CC(C)c1ccc(CN2CCC3(CC2)COCCN3C(=O)c2ccc3[nH]ncc3c2)cc1	20%[176 µM]
CC1=C(C=O)C(C)(C)CCC1	-5%[176 µM]
COc1ccc(C2CC(=O)C(c3cccc(Cl)c3)=CN2Cc2ccccc2)cc1 (stereo unspecified)	11%
O=C(O)C1=NOC2CN([S+](=O)([O-])c3ccccc3)CC12 (stereo unspecified)	9%[6.33 µM]
Cc1cccc(CN2CCCCCCNC(=O)CC2c2ccccc2)c1 (stereo unspecified)	29%
CCC(c1ccccc1)N1Cc2cc(NS(=O)(=O)c3ccc(Cl)cc3)ccc2OC(C)C1=O (stereo unspecified)	u
CCCn1ncc(CN2CCC(Cc3cccc(C(F)(F)F)c3)(C(=O)OCC)CC2)c1C	17%
CN(C)C[C@@H]1CN(C2CCOCC2)C[C@H]1NC(=O)c1ccnn1C	98%[activator]
CN(C)[C@@H]1[C@@H](NC(=O)c2ccc(N3CC(=O)NC3=O)cc2)[C@H]2CCO[C@H]21	23%
COCCNC(=O)[C@H]1C[C@H](Oc2ccccc2)CN1S(=O)(=O)c1cn(C)cn1	2%
COCc1nc2nccc(-c3ccc4c(c3)OCCCO4)n2n1	47%[activator]
CCc1nc(C)c(C(=O)NCc2cccnc2Oc2ccc(F)c(F)c2)o1	18%
CC(=O)N1CC(CO)C2(CCN(C(=O)c3nccc4ccccc34)CC2)C1 (stereo unspecified)	6%
CCOc1cc(=O)n2c(c1C(=O)Nc1cc(C)ccc1F)CCCC2	32%
Cn1ccnc1C(=O)N1C[C@@H](Oc2cccnc2)C[C@H]1C(=O)N1CCCC1	15%
O=C(NC1CCN(c2cc(-c3ccc(F)cc3)[nH]n2)CC1)c1ccncc1	64%[activator]
Cn1nc(C(=O)NCc2nnc3ccc(-c4ccccc4)nn23)c2ccccc21	8%
FC(F)(F)CN1C2CCC1CN(c1ccc(-c3ccccc3)nn1)C2	6%[6.33 µM]
COc1cccc(NC(=O)c2c(-c3cnn(C)c3NCc3ccc(C#N)cc3)noc2C)c1	-10%
COC(=O)C1=C(C)N(Cc2ccc(C(F)(F)F)cc2)C(=NCc2ccccc2)NC1c1ccc(Cl)cc1 (stereo unspecified)	u
CN(Cc1ccc(F)cc1)Cc1cnc(S(C)(=O)=O)n1CCCc1ccccc1	5%
O=C(Nc1ccc(Oc2ccccc2)cc1)O[C@@H]1CO[C@H]2[C@@H]1OC[C@@H]2n1nnnc1SC1CCCC1	5%
CCCCCCCCCC(=O)N[C@@H](Cc1c[nH]c2ccccc12)C(=O)N[C@H](CC(N)=O)C(=O)N[C@@H](CC(=O)O)C(=O)N[C@@H]1C(=O)NCC(=O)N[C@@H](CCCN)C(=O)N[C@@H](CC(=O)O)C(=O)N[C@H](C)C(=O)N[C@@H](CC(=O)O)C(=O)NCC(=O)N[C@H](CO)C(=O)N[C@@H]([C@@H](C)CC(=O)O)C(=O)N[C@@H](CC(=O)c2ccccc2N)C(=O)O[C@@H]1C	-8%[57.4 µM]
O=C(Cc1ccc(O)cc1)N1CCOC2(CCN(C(=O)c3ccccc3)CC2)C1	11%[6.33 µM]
Cn1nc2n(c1=O)CCC(NC(=O)c1c(F)cccc1Cl)CC2 (stereo unspecified)	55%[activator]
Cc1nc(C2CCCN(C(=O)CNC(N)=O)C2)cc(N2CCCC2)n1 (stereo unspecified)	31%
CC(C)c1noc(-c2ccn3c(CNC(=O)c4ccoc4)nnc3c2)n1	5%
COc1ccc(C(=O)N2CCCN(S(C)(=O)=O)C(c3ccccc3)CC(=O)NCC2)c(OC)n1 (stereo unspecified)	6%
CCCNC(=O)CCc1ccc2c(c1)CN(C(=O)NCC)CCO2	65%[activator]
Cc1cnc(C2CCOCC2)n1C1CCCNC1 (stereo unspecified)	-4%
CCOC(=O)c1[nH]ncc1CN1CCOC(Cc2ccc(OC)cc2)C1 (stereo unspecified)	43%[activator]
O=C(CN1CCCc2nc(-c3ccccc3)ncc2C1=O)NC1CC1	7%
CC(=O)Nc1ccc(CN2CCOC[C@H]2c2ncc(-c3ccc(Cl)cc3)[nH]2)cc1	u
CCC(NCc1c(C(=O)N2CCCCCC2)nc2cc(C)ccn12)c1ccc(C)cc1 (stereo unspecified)	13%
CCCc1noc(-c2ccn3c(CNC(=O)Cc4cccc(OC)c4)nnc3c2)n1	45µM*
O=[S+]1([O-])NCC2(CCCN(Cc3ccc(F)cc3)C2)Nc2ccccc21 (stereo unspecified)	u
COc1ccc(CC(=O)N[C@@H]2c3ccccc3C3(CCNCC3)[C@H]2OC)cc1	31%[activator]
CCn1cnnc1CC1CCN(C(=O)c2cnn3c(C)c(Cc4ccccc4Cl)c(C)nc23)CC1	29%
COc1cc(CN2C[C@@H](CO)[C@H](C(=O)NC3CC3)C2)ccc1F	41%[activator]
COc1ccc(C2=NOC3(CCN(Cc4ccc(N(C)C)cc4)C3)C2)cc1 (stereo unspecified)	28%
CC[C@H]1Nc2ccc(NC(=O)OC(C)(C)C)cc2[C@@H](NC(=O)OCc2ccccc2)[C@@H]1C	u
Cc1ccc2nc(C)cc(C(=O)N3CCC(c4cc(CC(=O)O)[nH]n4)CC3)c2c1	u
